Rpn11 inh: Rpn11 (PSMD14) deubiquitinase inhibitors, primary screen, biochemical, fluorescence polarization, uHTS. 26S proteasome non-ATPase regulatory subunit 14 (Homo sapiens), O00487. human 26S proteasome, Ub4-pepOG fluorescence polarization; 20S core pre-blocked with epoxomicin. calls only at 20 µM. 360,000 compounds, 0.59% hits. AID 588493, 2011;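 active = inhibition at 20 µM, scaled to each plate's controls, above about 33%, limit read from the data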
FAS-TE inh: FAS thioesterase domain inhibitors, primary screen, biochemical, fluorescence intensity, uHTS; Fatty acid synthase (Homo sapiens), P49327; recombinant FAS-TE, OMFH fluorogenic substrate, fluorescence endpoint; inhibition, % at 15 µM; 360,000 compounds, 0.67% hits;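 active = compounds whose normalised, plate-corrected inhibition of enzyme fluorescence in the single-dose primary screen is 50% or more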;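 note: 0% = DMSO with enzyme and 100% = substrate without enzyme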
MLLE-PAM2 inh: inhibitors of PABP1 MLLE–PAM2 peptide binding, primary screen, biochemical, fluorescence polarization, FITC-PAM2, GST-MLLE; AID 588489, 2011; 360,000 compounds, 0.36% hits; Polyadenylate-binding protein 1 (Homo sapiens), P11940; inhibition, % at 20 µM; in the data active = inhibition above about 35%, passing the limit was not always enough;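 note: plate controls were DMSO wells with GST-MLLE for no effect and wells lacking GST-MLLE protein for full effect; some results filed as inactive read as strong as hits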
Rin1-Abl PPI inh: inhibitors of Rin1-Abl protein binding, primary screen, biochemical, TR-FRET; Tyrosine-protein kinase ABL1 (Homo sapiens) + Ras and Rab interactor 1 (Homo sapiens), …; inhibition, % at 7.35 µM; 360,000 compounds, 0.4% hits; AID 588664, 2011; in the data active = inhibition above about 5%, passing the limit was not always enough
Neddyl block: inhibitors of cullin neddylation, primary screen, biochemical, TR-FRET, uHTS, NAE and Ubc12; NEDD8-conjugating enzyme Ubc12 (Homo sapiens) + NEDD8-activating enzyme E1 regulatory …; calls only at 25 µM; 360,000 compounds, 0.58% hits; AID 651699, 2012; in the data active = inhibition above about 36%
Target sequence (P61081 whole entry, looked up): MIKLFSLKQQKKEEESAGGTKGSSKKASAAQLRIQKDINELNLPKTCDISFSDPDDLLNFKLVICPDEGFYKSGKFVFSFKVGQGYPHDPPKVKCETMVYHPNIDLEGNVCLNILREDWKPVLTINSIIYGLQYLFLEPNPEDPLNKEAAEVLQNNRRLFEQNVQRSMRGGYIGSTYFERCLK
Target sequence (Q13564 whole entry, looked up): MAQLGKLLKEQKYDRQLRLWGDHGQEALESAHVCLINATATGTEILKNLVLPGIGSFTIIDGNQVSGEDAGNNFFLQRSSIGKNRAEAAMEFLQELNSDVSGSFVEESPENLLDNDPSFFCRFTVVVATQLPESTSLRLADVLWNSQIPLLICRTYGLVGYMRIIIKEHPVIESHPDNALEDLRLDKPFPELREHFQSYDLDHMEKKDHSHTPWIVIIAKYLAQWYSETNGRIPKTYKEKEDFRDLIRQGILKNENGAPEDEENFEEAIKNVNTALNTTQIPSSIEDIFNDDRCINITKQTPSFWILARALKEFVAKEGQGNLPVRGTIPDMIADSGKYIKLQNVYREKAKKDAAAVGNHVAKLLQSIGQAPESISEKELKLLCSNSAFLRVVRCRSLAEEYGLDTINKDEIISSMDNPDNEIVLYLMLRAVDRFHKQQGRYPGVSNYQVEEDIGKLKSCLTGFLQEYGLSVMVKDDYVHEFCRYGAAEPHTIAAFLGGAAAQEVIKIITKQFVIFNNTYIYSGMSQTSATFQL
SKN-1 block: suppressors of acrylamide-induced Pgst-4::GFP reporter in worms, primary screen, SKN-1 inhibitor project, whole organism, uHTS, GFP/RFP fluorescence ratio, strain VP596. 360,000 compounds, 0.49% hits. inhibition, % at 21.8 µM. C. elegans VP596 Pgst-4::GFP/RFP ratio, 24 h;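 active = interference check ratio from 0.5 to 1.5 plus GFP to RFP signal ratio inhibition reaching or exceeding a fixed threshold, cut at about 30% in these data, passing the limit was not always enough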; note: some compounds called inactive have numbers as strong as hits
MT1-MMP act inh: blockers of MT1-MMP proenzyme processing, primary screen, HT1080 RFP-PRO-GFP cells, GFP/RFP fluorescence | Matrix metalloproteinase-14 (Homo sapiens), P50281 | GFP/RFP ratio fluorescence, overnight; percent of plate control window, DMSO zero | GFP/RFP ratio change, % at 20 µM | 360,000 compounds, 0.061% hits | AID 651647, 2012;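 active = GFP/RFP ratio change of at least 30% with cell ATP level not reduced by more than half and red fluorescence within 50% of control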; note: strong numbers were not always called active
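Assay system: HT1080 RFP-PRO-GFP cells | Dosing: 20 µM single dose, 1% DMSO | Incubation: Cells overnight before dosing, compound overnight, 37 °C, 5% CO2 | Evaluation: GFP/RFP fluorescence ratio | Control set: DMSO-only wells and HT1080 RFP-L50D-GFP cell wells as references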
CSN deneddyl inh: inhibitors of CSN-mediated cullin deneddylation, primary screen, biochemical, fluorescence polarization, uHTS; COP9 signalosome complex subunit 5 (Homo sapiens), Q92905; Purified CSN, SCF-Nedd8-OG deneddylation; inhibition, % at 12.5 µM; 360,000 compounds, 0.38% hits; AID 651999, 2013;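 active = pattern-corrected inhibition above about 35%, with an unprinted fluorescence ratio check between 0.5 and 1.5, limit read from the data, passing the limit was not always enough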;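 note: 0% = enzyme with substrate and 100% = substrate without enzyme; some results filed as inactive read as strong as hits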
Target sequence (Q92905 whole entry, looked up, one chain of several): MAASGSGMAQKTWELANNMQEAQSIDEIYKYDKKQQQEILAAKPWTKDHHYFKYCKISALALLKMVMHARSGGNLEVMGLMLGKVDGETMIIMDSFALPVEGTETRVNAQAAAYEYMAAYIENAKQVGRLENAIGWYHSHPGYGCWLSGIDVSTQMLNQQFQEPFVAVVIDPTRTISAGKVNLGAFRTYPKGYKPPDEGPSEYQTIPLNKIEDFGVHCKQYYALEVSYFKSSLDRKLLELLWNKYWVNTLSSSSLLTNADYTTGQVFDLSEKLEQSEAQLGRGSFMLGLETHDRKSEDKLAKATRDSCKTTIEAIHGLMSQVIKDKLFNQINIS
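Test system: Human Csn5 produced in HEK293T cells | Compound: 12.5 µM single point | Times: 90 min, room temperature | Signal: Fluorescence polarization readout | Read-out basis: % inhibition of substrate cleavage by Csn5 | Controls: no-enzyme wells high, enzyme-with-substrate wells low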
NadD inh: inhibitors of S. aureus NadD, primary screen, biochemical, colorimetric, uHTS; purified NadD enzyme, colorimetric absorbance read-out; inhibition, % at 20 µM; 360,000 compounds, 0.78% hits; in the data active = inhibition above about 26%; note: some compounds past the cut are filed as inactive
* marks the source's active call; other numbers are inactive results; i = inactive; nt = no result given; + = active, no number.

SMILES	Rpn11 inh	FAS-TE inh	MLLE-PAM2 inh	Rin1-Abl PPI inh	Neddyl block	SKN-1 block	MT1-MMP act inh	CSN deneddyl inh	NadD inh
COc1cc(C2C3=C(Nc4ncnn42)c2ccccc2CC3)cc(OC)c1OC (configuration not stated)	i	-5	4	-2	i	-19	11	6	-3
COc1cc(C2/C(=C(\O)c3ccc4c(c3)CC(C)O4)C(=O)C(=O)N2CCCn2ccnc2)cc(OC)c1OC (configuration not stated)	i	-6	14	-1	i	4	3	-7	5
O=C(CSc1nnc(CNc2ccccc2)o1)N1CCCc2ccccc21	i	-3	9	-1	i	5	4	-5	-1
CCc1ccc(NC(=O)C(C)Sc2ccc(S(=O)(=O)N3CCN(C)CC3)cn2)cc1 (configuration not stated)	i	4	0	4	i	1	2	2	-7
NC1=NC(=O)/C(=C\c2ccc(O)c([N+](=O)[O-])c2)S1	i	-1	27	-6	i	-4	5	-14	1
CCOC(=O)CNC(=O)Cn1cnc2c(cnn2-c2ccc(C)cc2)c1=O	i	-6	-4	-2	i	6	0	-5	-5
O=C(CSc1nnc(Cc2ccccc2)o1)N1CCOCC1	i	-7	-1	-2	i	9	1	-2	-3
COc1cccc(N2CCN(C(=O)c3oc4ccccc4c3NC(=O)Cc3ccc(OC)c(OC)c3)CC2)c1	i	19	-1	3	i	-1	-3	1	-4
C=CCN(c1ccc(F)cc1)S(=O)(=O)c1cc(C(=O)OCC(=O)N(C)C2CCS(=O)(=O)C2)ccc1Cl (configuration not stated)	i	9	19	-1	i	0	2	2	-9
Cc1cccc(NC(=O)c2cn(-c3ccccc3)nc2-c2ccccc2)c1	i	15	10	-5	i	8	7	-8	2
O=C(Nc1ccc2nc(-c3ccccc3)oc2c1)c1ccco1	i	14	3	-3	+	75*	5	5	-7
CC1=CC2=NC(=O)/C(=C/c3coc4ccccc4c3=O)C(=N)N2O1	i	-16	16	1	i	-6	-83	18	-6
CCCOc1ccc(CNC(=O)Cn2c(=O)oc3ccccc32)cc1	i	-2	12	-1	i	-21	0	-1	-10
COc1cccc(C2CC(c3ccc(Br)cc3)=NN2C(=O)c2ccncc2)c1OC (configuration not stated)	i	17	1	1	i	4	2	-5	2
COc1ccc(CNC(=O)Cn2cnc3c(=O)n(C)c(=O)n(C)c32)cc1	i	-6	-3	0	i	0	3	-5	-3
CCCOc1ccc(N2C(=O)CC(SCc3nc4ccccc4[nH]3)C2=O)cc1 (configuration not stated)	i	-7	33	-3	i	10	1	3	-4
CCCCN(C)c1c(C)nc2ccc(C(=O)NC3CCN(C)CC3)cn12	i	-3	-6	-1	i	10	5	4	1
CCOc1ccc(-c2nc(CN3CCCC(C(=O)N4CCOCC4)C3)c(C)o2)cc1 (configuration not stated)	i	-6	-9	0	i	-1	-7	2	-7
CCCOc1ccc(/C=C2/C(=O)ON=C2C)cc1OCC	i	-6	21	1	i	-8	-9	5	1
CC(=O)n1cc(Nc2ccc([N+](=O)[O-])cc2)c2ccccc21	i	7	16	1	i	0	8	1	0
CC(Oc1ccc(Cl)cc1Cl)C(=O)/C=C/N(C)C (configuration not stated)	i	-5	-4	-1	i	-8	-4	5	8
COc1ccc(O)c(C(=O)c2cnn(C(=O)c3cc(C)oc3C)c2)c1	i	6	4	0	i	-1	-3	10	7
COc1cccc(NC(=O)N2CCCC2C(=O)NCC(C)C)c1 (configuration not stated)	i	-5	-13	2	i	-9	4	1	0
C=CCn1c(N)cc(=O)nc1SCC(=O)N1CCN(c2ccc(F)cc2)CC1	i	-10	10	-3	i	4	2	-2	-5
O=C(CN1CCN(Cc2ccccc2)C1=O)NCc1cccs1	i	-9	-6	-1	i	-3	0	0	-7

Ordered by the number under SKN-1 block (falling): some entries from above
compound | SKN-1 block
CCCOc1ccc(N2C(=O)CC(SCc3nc4ccccc4[nH]3)C2=O)cc1 (configuration not stated) | 10
C=CCn1c(N)cc(=O)nc1SCC(=O)N1CCN(c2ccc(F)cc2)CC1 | 4
NC1=NC(=O)/C(=C\c2ccc(O)c([N+](=O)[O-])c2)S1 | -4

(more compounds)
SMILES	Rpn11 inh	FAS-TE inh	MLLE-PAM2 inh	Rin1-Abl PPI inh	Neddyl block	SKN-1 block	MT1-MMP act inh	CSN deneddyl inh	NadD inh
O=C(CSc1nnc(C2CC2)n1Cc1ccccc1)N1CCN(S(=O)(=O)c2ccccc2)CC1	i	-2	-21	-2	i	-21	-10	-5	-4
CCC(=O)Oc1ccc(C(=O)Nc2ccc3c(c2)OCO3)cc1	i	2	-1	0	i	-6	5	2	-6
O=C1C(c2ccncc2)N(CCC2=CCCCC2)C(=O)CN1C1CCCCC1 (configuration not stated)	i	-3	0	-4	i	-2	-5	4	1
CNC(=O)NCCN1CCCC1=O	i	-4	-8	1	i	-4	13	-2	10
COc1cc(C(=O)NCc2ccncc2)cc(OC)c1OC	i	-3	8	1	i	-3	2	-10	1
CC(=O)NCc1ccc(C(=O)CSc2nnc(C3CC3)n2C2CC2)cc1	i	-11	21	-2	i	15	-6	-2	-3
O=C(O)c1ccc(CN(c2ccccc2)S(=O)(=O)c2ccccc2)cc1	i	-8	-5	-1	i	-4	0	1	-2
CCc1nc2ccc(C(=O)N(C)CC(=O)Nc3cccc(F)c3)cc2nc1CC	i	-4	1	3	i	-8	1	-4	-3
CC1CC(C)CN(CC(O)COc2ccc3c(c2)CCC3)C1 (configuration not stated)	i	-11	-14	-1	i	1	4	-8	-2
Cc1cccc(-c2ccc(NC(=O)C3CCN(CC4CC4)CC3)cc2)c1	i	-2	-3	1	i	3	0	-6	-2
CNCC(=O)N(CC(C)C)c1c(N)n(CC(C)C)c(=O)[nH]c1=O	i	-2	-9	3	i	-4	-5	1	-8
CCN(CC)CCN1C(=O)C(O)=C(C(=O)c2sc(C)nc2C)C1c1cccnc1 (configuration not stated)	i	-6	8	1	i	-2	-3	-4	0
CCC(=O)NC(=S)Nc1ccc(NC(=S)NC(=O)c2ccc(C)cc2)cc1	i	1	19	0	i	7	2	2	5
Cc1cc(C)cc(NC(=O)CSCc2nc3c(nnn3Cc3ccc(F)cc3)c(=O)[nH]2)c1	i	-1	-7	3	i	10	3	1	0
O=C(c1cccs1)N1CCN(S(=O)(=O)N2CCCCC2)CC1	i	-3	12	1	i	-8	3	-1	-9
CC(=O)NC(Cc1cccc(C)c1)C(=O)NC1CCN(S(=O)(=O)c2ccccc2)CC1 (configuration not stated)	i	-1	1	1	i	6	5	2	-1
CN1CCN(NC(=O)CC(C)(C)C)CC1	i	-5	15	-3	i	16	1	1	-4
COc1ncnc2c1ncn2CCCNCc1ccc(C)o1	i	-8	4	2	i	16	-2	6	2
CCCCCN(C(=O)CCC(=O)OCc1cccc(C(F)(F)F)c1)c1c(N)n(CCCC)c(=O)[nH]c1=O	i	-17	-12	-1	i	8	-10	0	-13
CN(C(=O)COC(=O)CNC(=O)C12CC3CC(CC(C3)C1)C2)c1ccccc1	i	-1	-17	1	i	0	3	1	-7
CC(C)CN1CCC(=O)N(CCOc2ccccc2)CC1	i	-7	-10	0	i	12	-2	0	-1
Cn1ccc2c(-c3cccc(C=O)c3)cc3c(c21)C1CCC3O1 (configuration not stated)	i	7	6	1	i	9	7	0	-10
COC1=CC(=O)OC12CCCCC2	i	-3	2	-3	i	-18	5	-5	-2
CC(=O)C1C(c2ccc3ncccc3c2)NC(=O)NC1(O)C(F)(F)F (configuration not stated)	i	-6	-8	1	i	-26	0	2	-1
CCOC(=O)CNC(=S)n1cnc(N)n1	i	-3	10	2	i	13	-5	-11	2
Following part
SMILES	Rpn11 inh	FAS-TE inh	MLLE-PAM2 inh	Rin1-Abl PPI inh	Neddyl block	SKN-1 block	MT1-MMP act inh	CSN deneddyl inh	NadD inh
O=C(C[n+]1ccccc1)N1c2ccccc2Sc2ccccc21	i	-3	7	1	i	-5	1	0	-2
CCN=C1S/C(=C\c2ccc(-c3cccc(C(=O)O)c3)o2)C(=O)N1CC	i	0	9	4	+	9	1	4	6
O=C(C[n+]1cnn(CC(=O)c2ccc(Cl)cc2Cl)c1)c1ccc([N+](=O)[O-])cc1	i	-2	-9	-1	i	-5	-1	2	25
NC1=NS(=O)(=O)NC1c1ccc(Br)cc1 (configuration not stated)	i	-1	9	-1	i	0	1	2	-2
Cc1cc(C(F)(F)F)c(C#N)c(SCC(=O)Nc2nc3ccccc3s2)n1	nt	3	-36	-3	i	19	-95	52	-7
COc1cccc(-c2csc(Nc3ccc(Oc4ccccc4)cc3)n2)c1	i	25	-7	5	i	-6	3	-1	-1
O=C(CS(=O)(=O)c1c[nH]c2ccccc12)N1CCCCC1	i	-1	-3	1	i	-11	9	1	-1
CC1=CCC(C(=O)O)(C(=O)N/N=C/c2cccs2)C(c2ccc(Cl)cc2)C1 (configuration not stated)	i	2	-9	1	i	4	2	3	4
CCOc1ccc(S(=O)(=O)N2CCN(C)CC2)c(C)c1C	i	-6	8	5.8*	i	4	-3	0	1
CC1CCN(C(=O)CCCN2C(=O)c3cccnc3Oc3ccc(Cl)cc32)CC1	i	6	1	3	i	-4	1	-1	2
Cc1ccc(-n2c(SCC(=O)NC3CCS(=O)(=O)C3)nc3ccccc3c2=O)c(C)c1 (configuration not stated)	i	-5	-3	-3	i	19	-5	2	-6
OC1CCC(Nc2ncnc3sccc23)CC1 (configuration not stated)	i	-4	-13	2	i	-2	-9	4	2
CCc1c(C(=O)Nc2ccc(OC)cc2)[nH]c(C)c1C(C)=O	i	-8	2	3	i	-16	0	5	0
O=C(Nc1cc(C(F)(F)F)ccc1Cl)C1CCN(c2nnc(-n3cccc3)s2)CC1	i	-7	-11	0	i	0	4	-4	14
O=c1c(Cl)c(NCCO)cnn1-c1cccc(Cl)c1	i	1	-4	0	i	7	-2	-14	0
Cc1cccc(NC(=O)CN2CCN(C(=O)C3CCN(C(=O)/C=C/c4ccccc4)CC3)CC2)c1C	i	-3	-10	1	i	10	6	6	6
CCOC(=O)/C=c1/s/c(=C\c2c(OC)ccc3ccccc23)c(=O)n1CC(=O)NCC1CCCO1 (configuration not stated)	nt	12	-37	-3	i	-50	-9	10	-4
CSc1nsc(SCC(=O)Nc2ccc3c(c2)OCCO3)n1	i	1	28	1	i	-1	-13	-7	-12
CCOC(=O)c1c(C)[nH]c(C)c1C(=O)CSc1nc2ccccc2c(=O)n1-c1ccccc1C	i	34	2	1	i	10	-6	-9	-1
COC(=O)[C@]1(S(=O)(=O)c2ccccc2)C[C@@H]2ON=C(c3ccc(OC)cc3)[C@@H]2C1	i	-7	-19	2	i	11	-3	-2	0

Screening results (PubChem BioAssay)
